From PubChem
TLR4-MyD88 BLA – inhibitors of TLR4-MyD88 association in cells, primary screen, cell-based, HeLa CL3-4, BLA complementation, FRET ratio; HeLa CL3-4 TLR4/MyD88 BLA complementation; inhibition, % at 8.4 µM; 200,000 tested, 0.18% active; in the data active = inhibition above about 25%;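 also: 0% = vehicle and 100% = reference inhibitor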
G6PDH counter – L. mesenteroides G6PDH inhibitors, counter-screen for G6PDH-coupled screening assays, biochemical, Leuconostoc mesenteroides enzyme; glucose-6-phosphate dehydrogenase [Leuconostoc mesenteroides]; Purified L. mesenteroides G6PDH, diaphorase/resazurin coupled fluorescence, 45 min; inhibition, % at 5 µM; 200,000 tested, 0.12% active; in the data active = inhibition above about 50%
FLuc act counter – FLuc activators, initial screening, artefact control for FLuc-dependent activation tests, biochemical, ATPlite luminescence; Luciferin 4-monooxygenase (Photinus pyralis), P08659; ATPlite luciferase biochemical, 10 min; 0 = ATP-free wells, 1 = DMSO control; activation factor at 10 µM; 200,000 tested, under 10 active;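 active = luciferase activation factor, scaled between plate controls, of at least 2 with compound at 10 µM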
Target sequence (P08659 whole entry, looked up): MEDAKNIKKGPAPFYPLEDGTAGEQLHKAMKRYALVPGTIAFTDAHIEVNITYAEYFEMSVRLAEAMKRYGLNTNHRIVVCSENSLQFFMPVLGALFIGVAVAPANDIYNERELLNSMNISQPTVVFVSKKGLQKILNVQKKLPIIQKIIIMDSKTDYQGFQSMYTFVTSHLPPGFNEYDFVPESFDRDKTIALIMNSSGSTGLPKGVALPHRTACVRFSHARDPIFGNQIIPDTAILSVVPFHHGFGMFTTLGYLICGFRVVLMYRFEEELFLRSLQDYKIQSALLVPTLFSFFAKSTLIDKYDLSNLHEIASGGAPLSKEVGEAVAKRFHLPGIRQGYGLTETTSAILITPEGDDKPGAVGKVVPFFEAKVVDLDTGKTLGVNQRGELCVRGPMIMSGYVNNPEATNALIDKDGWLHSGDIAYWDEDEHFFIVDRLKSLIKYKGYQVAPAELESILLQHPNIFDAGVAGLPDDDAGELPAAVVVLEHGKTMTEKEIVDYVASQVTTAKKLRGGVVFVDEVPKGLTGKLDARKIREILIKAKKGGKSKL
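assay system = Luciferase/luciferin detection reagent, cell-free biochemical luciferase assay | also added = ATP substrate | times = 10 min post-reagent at room temperature | measured by = luminescence from luciferase reaction | measure = luciferase activation, seen as luminescence increase over controls | benchmarks = low control with PBS replacing ATP, high control enzyme plus ATP without compound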
APP transl inh – inhibitors of APP translation via 5'UTR reporter, primary screen, APP 5'UTR luciferase, SH-SY5Y cells | SH-SY5Y APP 5'UTR-luciferase reporter, luminescence | 190,000 tested, 0.82% active | inhibition, % at 2 µM;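 active = inhibition above a set limit, derived from the sample mean plus 3 SD, cut at about 45% in these data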; also: values of inactives mirror those of a sister screen read the other way
Diaphorase act – compounds boosting diaphorase resazurin reduction – biochemical, uHTS, resorufin fluorescence, counter-screen for diaphorase-coupled primary assays, primary screen. Diaphorase/resazurin coupled assay, 16 min; hits give high values; 1 = vehicle wells, 0 = NADH-free wells. activation factor at 20 µM. 190,000 tested, 0.005% active. AID 1229, 2008;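 active = diaphorase activity raised at least twofold by the compound at 20 µM; inactive = activation factor below 2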
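test system = bacterial diaphorase enzyme (C. kluyveri) | quantity = enzyme 0.07 U/mL final | reagent = NADH substrate 0.114 mM plus resazurin dye 0.1 mM, final | incubation = 16 min enzyme reaction, ambient temperature | buffer or medium = HEPES pH 7.4 buffer with MgCl2 and Tween 20 | signal = fluorescence of resorufin, 544 nm excitation, 590 nm emission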
NF-kB neuron act – activators of NF-kB expression in neurons, primary screen, cell-based, HTS; human neuronal cells, NF-kB reporter expression; hits give high values; fold change at 12.5 µM; AID 1239, 2008; 190,000 tested, 1.6% active; in the data active = fold change above about 3.3
FLuc inhib CS – firefly luciferase enzyme inhibitors, primary screen, artefact control for luciferase-based inhibitor screens, biochemical, luminescence, ATPLite; Luciferin 4-monooxygenase (Photinus pyralis), P08659; 10 min; inhibition, % at 10 µM; 200,000 tested, 1.5% active; AID 1006, 2008;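 active = inhibition above about 50% when tested at 10 µM, limit read from the data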
STAT1 act – STAT1 signaling activators, primary screen, cell-based, HTS, luciferase reporter | activation (% of control), % at 5.5 µM | AID 932, 2007 | 200,000 tested, 2.6% active | NIH 3T3 STAT1-luciferase reporter, IFN-gamma, luminescence; 100% = IFN-gamma alone, no compound;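 active = activation above the screen-wide mean activation plus 3 SD, cut at about 130% in these data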;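 also: raw ratio to IFN-gamma control signal so 100% means no change and 0% no light; values of inactives mirror those of a sister screen read the other way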
Diaph inh CS – diaphorase inhibitors and chemical oxidizers, primary screen, counter-screen for diaphorase-coupled primary assays, biochemical, uHTS, resorufin fluorescence. diaphorase resazurin-to-resorufin fluorescence, NADH, 16 min; bacterial (C. kluyveri) enzyme, not human. inhibition, % at 20 µM. 190,000 tested, 0.69% active;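 active = primary screen inhibition at 20 µM above a set limit, cut at about 50% in these data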;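 also: plate controls were DMSO with full reaction for no effect and wells lacking NADH for full effect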
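Assay system: diaphorase enzyme from Clostridium kluyveri. Quantity: enzyme working solution with 0.14 U/mL diaphorase. Schedule: reaction incubation of 16 min at room temperature. Technique: resorufin fluorescence, excitation 544 nm, emission 590 nm. Controls: No-NADH positive control and DMSO neutral control.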
APP 5'UTR act – activators of APP 5'UTR luciferase reporter, primary screen, SH-SY5Y cells. SH-SY5Y APP 5'UTR luciferase reporter, luminescence; zero percent = DMSO vehicle wells. 190,000 tested, 1% active. activation, % at 2 µM;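 active = activation above a set limit, based on mean plus 3 SD of controls, cut at about 140% in these data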; also: values of inactives mirror those of a sister screen read the other way
* = called active by the depositor; . = no result given.

SMILES	TLR4-MyD88 BLA	G6PDH counter	FLuc act counter	APP transl inh	Diaphorase act	NF-kB neuron act	FLuc inhib CS	STAT1 act	Diaph inh CS	APP 5'UTR act
CSc1ncccc1C(=O)Nc1nc2c(C)cccc2s1	1	-6	1	12	1	0.94	2	101	1	-12
O=C(CN(CC1CCCO1)C(=O)CCC(=O)Nc1nccs1)NCC1CCCO1 (stereo unspecified)	10	5	1	4	0.9	2.3	-2	110	8	-4
O=C(Nc1ccccc1)C1=C[C@H](c2ccc(Br)cc2)C[C@H](OCc2ccc(CO)cc2)O1	-15	9	1	-6	0.6	0.85	-4	104	37	6
COc1ccc(NC(C)=O)cc1NC(=O)c1ccc(C#N)cc1	-14	5	1.1	2	0.9	2.1	-6	94	9	-2
O=C(O)COc1c(Cl)cc(/C=C2\NC(=O)NC2=O)cc1Br	0	8	1.1	-10	0.8	1.1	-7	99	22	10
Cc1cc(N2CCN(C)CC2)n2cc(-c3ccc(F)cc3)nc2n1	-5	1	1.1	1	0.9	1.3	-6	103	10	-1
Cc1ccc(C)c(NC(=O)CCc2ccc(S(=O)(=O)NC3CCCCC3)cc2)c1	7	-3	1.1	9	0.8	0.62	-7	91	23	-9
Cc1cc(Oc2ccccc2)nc(SCC(N)=O)n1	1	1	1	-9	0.9	0.92	2	106	10	9
COc1ccccc1NC(=O)c1ccc(S(=O)(=O)N2CCOCC2)cc1	7	-2	1.1	-7	0.7	1.6	-7	90	26	7
CCOC(=O)CSC1=C(C#N)C(c2ccccc2OCC)C(C(=O)OCC)C(=O)N1 (stereo unspecified)	-6	7	1.1	-2	0.9	1.1	-6	106	13	2
CCN(CC)c1ccc(NC(=O)CC2Oc3ccccc3NC2=O)c(C)c1 (stereo unspecified)	5	9	1.1	4	0.9	1.1	-7	102	12	-4
C=CCn1c(N)c(C(=O)OCC)sc1=S	7	-1	1.1	5	0.8	1	-8	105	18	-5
COC(=O)c1cccc(NC(=S)N2CCOCC2)c1	-9	6	1	-3	0.8	1.1	-5	98	22	3
c1ccc2c(N3CCCC3)nc(-c3ccncc3)nc2c1	0	-1	1	-10	1	0.53	-3	98	1	11
O=C(NCc1cccnc1)C(=O)NCC1OCCCN1S(=O)(=O)c1ccc(Cl)cc1 (stereo unspecified)	-9	-1	1	20	1	0.95	1	110	3	-20
Cc1nn(Cc2c(F)c(F)c(F)c(F)c2F)c(C)c1NC(=O)c1cccc(COc2ccc(Cl)cc2)c1	-10	1	1	-50	1	1.9	0	108	5	50
Cc1cc2cc3c(cc2nc1SCc1ccc(C(=O)O)cc1)OCCO3	-9	-14	0.9	3	0.8	1.3	8	90	20	-3
O=C(CCNC(=O)c1ccccc1)OCC(=O)c1cccc(Cl)c1	-21	4	1.1	-28	0.9	1.1	-8	99	12	28
CCc1ccc(C(C(=O)NCCOC)N(C(=O)Cn2nnc3ccccc32)c2cccnc2)cc1 (stereo unspecified)	-16	2	1.1	-3	1	0.97	-5	101	1	3
COc1ccc(C2C(C#N)=C(N)SC(N)=C2C#N)cc1OC	3	-19	1	2	0.8	1.2	-1	102	24	-2

Arranged by count of non-hydrogen atoms (high to low): some entries from above
SMILES	TLR4-MyD88 BLA	G6PDH counter	FLuc act counter	APP transl inh	Diaphorase act	NF-kB neuron act	FLuc inhib CS	STAT1 act	Diaph inh CS	APP 5'UTR act
O=C(Nc1ccccc1)C1=C[C@H](c2ccc(Br)cc2)C[C@H](OCc2ccc(CO)cc2)O1	-15	9	1	-6	0.6	0.85	-4	104	37	6
O=C(CN(CC1CCCO1)C(=O)CCC(=O)Nc1nccs1)NCC1CCCO1 (stereo unspecified)	10	5	1	4	0.9	2.3	-2	110	8	-4
CCN(CC)c1ccc(NC(=O)CC2Oc3ccccc3NC2=O)c(C)c1 (stereo unspecified)	5	9	1.1	4	0.9	1.1	-7	102	12	-4
O=C(CCNC(=O)c1ccccc1)OCC(=O)c1cccc(Cl)c1	-21	4	1.1	-28	0.9	1.1	-8	99	12	28
COc1ccc(C2C(C#N)=C(N)SC(N)=C2C#N)cc1OC	3	-19	1	2	0.8	1.2	-1	102	24	-2
C=CCn1c(N)c(C(=O)OCC)sc1=S	7	-1	1.1	5	0.8	1	-8	105	18	-5

Following part
SMILES	TLR4-MyD88 BLA	G6PDH counter	FLuc act counter	APP transl inh	Diaphorase act	NF-kB neuron act	FLuc inhib CS	STAT1 act	Diaph inh CS	APP 5'UTR act
CCOc1c2ccc(C(=O)NCCc3cccs3)cc2nn1CC	3	9	0.8	-81	0.9	3	19	144*	10	81
Cc1ccc(-n2c(=O)c3ccccc3n(CC(=O)C(C)(C)C)c2=O)cc1	-2	2	1.1	6	0.9	1	-8	88	7	-5
O=C(CSc1nc(Nc2ccccc2)nc(N2CCOCC2)n1)Nc1ccccc1Cl	3	1	1	12	0.8	6.7*	-4	98	16	-12
COc1ccc(-c2nnc(COc3ccc4ccccc4c3)o2)cc1OC	2	2	1.1	1	0.8	0.86	-6	98	21	-1
O=C(NCc1ccc2c(c1)OCO2)c1ccc2c(c1)OCCO2	-6	15	1	-30	1	1.5	0	98	3	30
CN(Cc1ccccc1NS(=O)(=O)c1ccc(Cl)cc1)C1CCCCC1	-6	14	1	-11	1	0.96	-3	105	3	11
Cc1nnc(SCC(=O)N2CCN(S(=O)(=O)c3ccc(Cl)cc3)CC2)n(N)c1=O	2	-3	1.1	-9	0.8	1	-5	94	18	9
COCCn1c(-c2ccc(OC(F)(F)C(F)C(F)(F)F)cc2)nc2c1c(=O)[nH]c(=O)n2CC(C)C (stereo unspecified)	-3	-1	1	8	0.8	1	-5	107	23	-8
C=CCNC(=O)c1cc2nc(C3CC3)cc(C(F)F)n2n1	11	-6	1.1	3	0.9	1.2	-6	106	9	-3
O=C(Cc1ccc(Cl)cc1Cl)Nc1ccc(OC(F)F)c(Cl)c1	-12	2	1	-10	1.1	0.88	1	88	-7	10
Cc1ccc2[nH]c(C(=O)O)c(NC(=O)c3ccccc3[N+](=O)[O-])c2c1	5	1	1	-1	0.8	1	-5	93	20	1
CCC(CC)C(=O)N1CCCC(c2nc(-c3cccs3)no2)C1 (stereo unspecified)	-6	1	1	.	1	1.4	-4	101	3	.
CCN(/N=C/c1ccc(N(C)C)cc1)c1nc2ccccc2[nH]1	-3	-10	0.9	1	0.9	1.5	6	98	12	-1
CCOC(=O)c1sc(NC(=O)COC(=O)C(CCSC)NC(C)=O)nc1C (stereo unspecified)	-15	3	1	.	0.9	1.1	-3	91	13	.
Cc1ccc[n+](-c2[nH]c(=O)sc2/C=N/NC(=O)c2ccccc2[O-])c1	14	1	1.1	-6	1	1.1	-10	100	3	6
CC(=O)Oc1ccc(NC(=O)Cc2ccccc2)cc1	13	-18	0.9	36	0.8	1.6	8	96	19	-37
Cc1ccc(/C=C/C(=O)Nc2nnc(C)s2)o1	-3	6	1	-32	0.9	1.3	2	121	13	32
OC1CCCCC1Sc1nc2ccccc2s1 (stereo unspecified)	7	0	1	-10	0.9	2.1	4	130*	6	10
COc1ccc(C2=NN(C(N)=S)C(c3ccccc3)C2)cc1 (stereo unspecified)	-1	-5	0.9	-26	1.1	1.5	6	117	-11	26
Cc1cccc(N2CC(C(=O)O)CC2=O)c1 (stereo unspecified)	-7	-3	1	-5	0.9	1	3	101	10	5
N#C/C=C(/N)N1CCN(c2ccc(Cl)c(Cl)c2)CC1	11	-6	1	8	0.9	0.82	-2	95	6	-8
Cn1c(=O)c2c(ncn2Cc2cc(-c3ccccc3)no2)n(C)c1=O	2	-4	1.1	-1	0.9	0.7	-6	92	10	1
Cn1[nH]c(=O)c2ccccc2c1=O	3	30	1	-2	1	0.9	-1	103	-4	2
O=C(Cn1cnc2cc([N+](=O)[O-])ccc2c1=O)NC1CCS(=O)(=O)C1 (stereo unspecified)	2	4	1	5	1	1	0	107	-4	-5
Cc1cc(C)nc(NC(=O)c2cc([N+](=O)[O-])cc([N+](=O)[O-])c2)n1	-6	2	1.1	15	1	1.1	-8	102	5	-15
Nc1c(S(=O)(=O)c2ccccc2)c2nc3ccccc3nc2n1CCN1CCOCC1	-12	4	1.1	2	1	1.1	-8	98	2	-3
C/C(N)=C(/C#N)C(=O)CSc1nc2ccccc2c(=O)n1CCCOC(C)C	0	1	1.1	-18	0.8	0.73	-7	93	18	18
COCCCNC(=O)/C=C/c1ccc(OCc2c(F)cccc2Cl)cc1	-10	-3	1.1	27	0.9	0.81	-6	89	7	-27
O=C(CCSCc1ccc(Cl)cc1)NCCC1=CCCCC1	-1	4	1	-10	0.8	1.2	0	100	16	10
COc1ccc(-n2c3c(cc(C(=O)N4CCCCC4)c2=O)C(=O)CC(C)(C)C3)cc1	-20	18	1.1	4	0.9	1.2	-8	96	13	-4
CSc1nc2nc3c(c(=O)n2[nH]1)CCC3	-10	-3	1.1	7	1	1.1	-8	103	3	-7
COCCNC(=O)Cn1c(=O)n(C)c2ccccc21	9	-2	1	0	0.8	0.99	-4	105	15	0
CCN(CC)S(=O)(=O)c1cccc(C(=O)N/N=C/c2ccc(O)c(O)c2O)c1	6	10	1	-2	0.2	0.89	0	96	80*	2
CCCCNC(=O)c1ccc(CNc2c(N3CCC(C(=O)OCC)CC3)c(=O)c2=O)cc1	5	8	1.1	-10	0.9	0.67	-6	109	10	9
CCCNC(=O)N1CCN(Cc2ccco2)CC1	-18	13	1	15	0.7	1.3	-5	102	27	-15
COC(=O)CC1Oc2ccc(C)cc2NC1=O (stereo unspecified)	7	10	1	-4	0.9	1.1	0	105	14	4
COc1ccc2cc(C(c3nnnn3C(C)(C)C)N3CCSCC3)c(=O)[nH]c2c1 (stereo unspecified)	2	-6	1	9	0.7	1.1	-5	107	31	-9
CCc1ccc(CNCCNCC(C)O)cc1 (stereo unspecified)	-9	3	1.1	-9	1	0.93	-7	91	1	9
CCOn1c(=O)c(-c2ccc(OC)cc2)[n+]([O-])c2ccccc21	-1	11	1	2	1	1.2	2	104	-1	-2
O=C(NCC(=O)N(Cc1cccs1)C(C(=O)NC1CCCCC1)c1ccco1)c1ccco1 (stereo unspecified)	10	8	1	3	0.9	0.8	-2	100	14	-3
Cc1ccnc(NS(=O)(=O)c2cnc(Cl)c(Br)c2)c1	7	20	1	11	1.1	1	-2	103	-6	-11
Nc1nc(SCCN2C(=O)c3ccccc3C2=O)n[nH]1	1	9	1.1	-14	0.9	1.7	-9	100	5	14
Cc1ccccc1Nc1ncccc1C(=O)N1CCOCC1	0	6	1.1	-8	1	1.2	-9	105	4	8
